Lipid storage S3 = qHTS Assay for Lipid Storage Modulators in Drosophila S3 Cells. Drosophila S3 cells, BODIPY lipid droplet fluorescence, 18-24 h; cells fed with added oleic acid. Potency in µM for hits, for the others lipid storage change, negative = inhibition, % at the top dose, mostly 46.1 µM. hit rate 0.64% among 320,000. AID 2685; active = well fitted inhibition curve with a large enough effect in the signal ratio, with a control signal flat, not every such curve was filed as active; inconclusive = small, poorly fitted or top-dose-only effect, or effect the other way, or a change in a side signal; the % refers to the signal ratio
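Drosophila S3 cells loaded with oleic acid (400 uM, as added) and compounds at several concentrations; lipid droplets imaged by 488-nm laser-scanning cytometry, 500–530 nm intensity and object ratio to cell channel. Percent activity normalized to 20 uM Triacsin C.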
Lipid storage S3 cell count max = also measured in Lipid storage S3; calls as there; cell number change, %; measured here: cell count max response;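 cells counted by Cell Tracker Red CMTPX staining in the red channel; peak over a dose series mostly up to 46.1 µM; percent activity relative to internal control wells on each plate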
* = called active by the depositor; i = inactive; ? = inconclusive; · = no result given; [ ] = another dose, or the depositor's remark. % is set by controls: 0 for no effect and ±100 for the full control effect; potency is the fitted concentration of half-maximal effect. An excerpt. The share of hits here may be higher or lower than overall.

SMILES	Lipid storage S3	Lipid storage S3 cell count max
CCCCc1cc(=O)oc2cc(C)cc(OCC(=O)NC(Cc3ccc(Cl)cc3)C(=O)O)c12 (centres undefined)	?	·
CCOc1ccccc1C(=O)NCC(=O)NCC(c1ccc(OC)cc1)N1CCOCC1 (centres undefined)	?	·
COc1ccc(C(C)=O)cc1COC(=O)CSCC(=O)Nc1ccc(C)cc1	?	·
COc1ccccc1-c1ccc(C(=O)O)o1	?	·
COCCn1c(SCC(=O)Nc2ccccc2F)nc2c([nH]c3ccccc32)c1=O	?	·
CCCCOc1ccc(C(C)NC(=O)C2CCCN(S(=O)(=O)CCC)C2)cc1 (centres undefined)	-4%	-7
CC(C)C(NS(=O)(=O)c1ccc2c(c1)Cc1cc(S(=O)(=O)NC(C(=O)O)C(C)C)ccc1-2)C(=O)O (centres undefined)	i	6
O=C(Nn1c(Cc2cccs2)nc2ccccc2c1=O)c1ccc(F)c(F)c1	?	·
CC(Cc1c[nH]c2ccccc12)NC(N)=O (centres undefined)	-7%	-22
CC(NC(=O)c1cccc(Cn2cc([N+](=O)[O-])cn2)c1)c1ccc(C(C)(C)C)cc1 (centres undefined)	?	·

Quoted at random: 4 entries already listed, in no set order.
SMILES	Lipid storage S3	Lipid storage S3 cell count max
CC(Cc1c[nH]c2ccccc12)NC(N)=O (centres undefined)	-7%	-22
CC(NC(=O)c1cccc(Cn2cc([N+](=O)[O-])cn2)c1)c1ccc(C(C)(C)C)cc1 (centres undefined)	?	·
CCOc1ccccc1C(=O)NCC(=O)NCC(c1ccc(OC)cc1)N1CCOCC1 (centres undefined)	?	·
COCCn1c(SCC(=O)Nc2ccccc2F)nc2c([nH]c3ccccc32)c1=O	?	·

Other records follow:
SMILES	Lipid storage S3	Lipid storage S3 cell count max
CCn1c(=S)ccc2ccc(OC)cc21	?	·
CC(C)CN(C)C(=O)CCc1nnc(Cc2ccc(-c3ccccc3)cc2)o1	5%	-2
CC(C)=C1C2CCC1C1C(=O)N(c3nc(-c4ccc(F)cc4)c(C)s3)C(=O)C21 (centres undefined)	-2%	-4
Cc1cc(C)c2c(=O)[nH]c(SCC(=O)Nc3cccc(S(=O)(=O)N(C)C)c3)nc2n1	?	·
O=C(Cn1cnc2c(cnn2-c2ccc(Cl)cc2)c1=O)NCCc1ccccc1	23%	·
c1ccc(-n2nnnc2NCCc2c[nH]c3ccccc23)cc1	?	·
COC(=O)Nc1sc2c(c1C(=O)NC1CC1)CCCCCC2	i	·
Cc1c(C)c2ccc(OC(C)C(=O)N[C@@H](Cc3c[nH]c4ccccc34)C(=O)O)c(C)c2oc1=O (some centres undefined)	-23%	-14
CC(=O)N1CCc2cc(S(=O)(=O)NCCC(=O)Nc3ccc4c(c3)OCCO4)ccc21	i	2
CN(C(=O)CN1CCCCCC1)c1c(N)n(Cc2ccccc2)c(=O)[nH]c1=O	?	·
CCOc1ccc(S(=O)(=O)N2CCOCC2)cc1NC(=O)C1CSC2(C)CCC(=O)N12 (centres undefined)	?	·
O=C(Oc1ccccc1)c1cccc2cccnc12	?	·
Cc1ccccc1/C=N/NC(=O)c1sccc1C	?	·
Cc1ccc(C(C(=O)NC2CCCCC2)N(CC2CCCO2)C(=O)CNC(=O)c2ccco2)cc1 (centres undefined)	17%	-14
Cc1cccc(C)c1OCC(=O)Nc1cccc(C(=O)O)c1	?	·
NC(=O)COC(=O)Cc1coc2cc3c(cc12)CCC3	?	·
CS(=O)(=O)N1CCN(c2ccccc2NC(=O)c2cccc3ccccc23)CC1	6%	15
CC1CCCCC1NC(=O)COn1nnc2ccc(Cl)cc21 (centres undefined)	?	·
CC(C)C(=O)NC(c1ccco1)c1ccc2cccnc2c1O (centres undefined)	5%	-21
O=C(CN1C(=O)c2ccccc2S1(=O)=O)Nc1ccc(S(=O)(=O)N2CCCC2)cc1	?	·

Full records as entered above:
Profile of `O=C(CN1C(=O)c2ccccc2S1(=O)=O)Nc1ccc(S(=O)(=O)N2CCCC2)cc1` : Lipid storage S3: ?; Lipid storage S3 cell count max: ·
Profile of `CCOc1ccc(S(=O)(=O)N2CCOCC2)cc1NC(=O)C1CSC2(C)CCC(=O)N12` (centres undefined) : Lipid storage S3: ?; Lipid storage S3 cell count max: ·

Next compounds follow:
SMILES	Lipid storage S3	Lipid storage S3 cell count max
CC(=O)Nc1ccc(S(=O)(=O)NCc2cc(=O)n(C)c(=O)n2C)cc1	i	21
COC(=O)/C=C1/S/C(=N/NC(=O)c2ccccc2OC)NC1=O	?	·
CCO[C@H]1OC(C(=O)N2CCN(Cc3ccccc3)CC2)=C[C@@H](c2cn(C(C)=O)c3ccccc23)[C@@H]1CCCO	-20%	2
O=C1NC(=O)C(Nc2cccc3ccccc23)S1 (centres undefined)	6%	12
Cc1cc(C)c(NC2=NCC(=O)N2C2CCCCC2)c(C)c1	i	·
CN1CCc2c(c3c(n2C)CCN(C)C3c2ccc(F)cc2)C1c1ccc(F)cc1 (centres undefined)	i	29
Cc1ccc(C(=O)c2oc3ccccc3c2NC(=O)c2cc(-c3ccccc3O)n[nH]2)cc1	-1%	-30
O=S(=O)(Nc1ncn[nH]1)c1ccc2ccccc2c1	?	·
CCc1ccccc1NC(=O)CSc1nnc(-c2ccco2)n1N	?	·
Cc1ccc(S(C)(=O)=O)cc1S(=O)(=O)Nc1ccccc1	?	·
CCCCCC(=O)Nc1cccc(S(=O)(=O)NC2=NCCC2)c1	?	·
Nc1nc(NC(=O)CCC(=O)O)nn1-c1ccccc1	?	·
CN(C(=O)c1ccncc1)c1nnc(-c2ccccn2)s1	?	·
Cn1ncc([N+](=O)[O-])c1C(=O)Nc1cccc(Cl)c1	-5%	4
COc1cccc(Cn2c(=O)ccc3ccccc32)c1	7%	20
O=C(OCc1nnc(-c2ccccc2)o1)c1ccc(Br)o1	24%	15
CC(=O)c1cccc(NC(=O)NCc2ccco2)c1	?	·
CN1CCN(CC(=O)Nc2nc(-c3c[nH]c4ccccc34)cs2)CC1	18%	-11
Cc1sc2nc(SCC(=O)Nc3ccccc3F)[nH]c(=O)c2c1C	?	·
CCOCCCNC(=O)c1ccc2c(=O)n(Cc3ccc4c(c3)OCO4)c(=S)[nH]c2c1	1%	-5
O=C(c1nnsc1S(=O)(=O)c1ccc(Cl)cc1)N1CCOCC1	?	·
Cc1ccccc1CSCC(=O)Nc1ccccc1-c1ccccc1	0%	0
S=C(c1ccc(Br)cc1)N1CCCC1	?	·
Cn1c(-c2ccc(F)c(F)c2)cc2onc(-c3ccccc3)c2c1=O	?	·
CC(=O)Nc1ccc(-c2ccc(NC(C)=O)cc2)cc1	?	·
Cc1ncc([N+](=O)[O-])n1CC(=O)NC1CCCCCC1	?	·
O=C(/C=C/c1ccc[nH]1)c1ccccc1	-17%	-3
COc1cccc(C(=S)N2CCOCC2)c1OS(=O)(=O)c1ccc(Cl)cc1	?	·
COc1ccccc1CNC(=O)CSc1nc(-c2ccccc2)cn1N	?	·
COc1ccccc1-c1noc(-c2cc(OC)c(OC)c(OC)c2)n1	0%	-9
O=C(Nc1ncccc1O)c1cccc(S(=O)(=O)NCc2ccccc2)c1	i[0.0737 µM]	·
O=C(Nc1ccccn1)C1CCCN1S(=O)(=O)c1ccc(Cl)cc1 (centres undefined)	?	·
O=C(COC(=O)c1cccnc1Cl)Nc1cc(S(=O)(=O)N2CCOCC2)ccc1Cl	?	·
COc1ccc(C(=O)NCCCOC(C)C)cc1OC1CCN(C(C)=O)CC1	i	·
CCN(CC)c1ccc(NC(=O)CN2C(=O)NC3(CCc4ccccc43)C2=O)cc1 (centres undefined)	0%	6
CC1=C(C(=O)N2CCOCC2)C(c2ccc(Cl)cc2)NC(=S)N1 (centres undefined)	-5%	-6
CCCCC1=CC2=C(c3ccco3)C(=O)C(C)(OC(=O)c3ccc(OC)cc3)C(=O)C2=CN1c1ccccc1 (centres undefined)	-10%	-15
Cc1ccc(NC(=O)C2=COCCO2)cc1S(=O)(=O)N1CCOCC1	24%	2
FC(F)(F)c1nnc2n1N=C(c1ccccc1)CS2	-3%	-12
Cc1cccc(NCc2ccc(O)c3ncccc23)c1C	-13%	-23
O=C(N/N=C\c1cn(-c2ccccc2)nc1-c1ccccc1)c1ccc2c(c1)OCO2	-7%	0
Cc1n[nH]c(C)c1CCc1nc2c3ccccc3nc(SCC(N)=O)n2n1	?	·
Cc1ccc(CNC(=O)C2CC(c3ccc(C(F)(F)F)cc3)=NO2)o1 (centres undefined)	?	·
c1ccc(-c2cn(CC3CCCCC3)nn2)cc1	?	·
CCCCN1C(=O)N(C)C2NC(=S)NC21 (centres undefined)	?	·
CCC(Oc1ccccc1)C(=O)NCCOC (centres undefined)	-10%	-14
Cc1nc(CC(=O)O)c(-c2ccccc2)s1	?	·
CC(=O)N1CCc2cc(NC(=O)c3ccc(C)cc3)ccc21	?	·
Cc1cc(C(=O)N/N=C/c2cccs2)no1	?	·
Cc1ccc(C2CC(c3ccccc3OC(F)F)Nc3ncnn32)cc1 (centres undefined)	?	·

Other records
SMILES	Lipid storage S3	Lipid storage S3 cell count max
COc1cc(OC)c(OC)cc1/C=N/NC(=O)c1ccc(=O)n(C)c1	?	·
Cc1ccc(-c2ccc(/C=N/NC(=O)CN3CCOCC3)o2)cc1[N+](=O)[O-]	?	·
O=C(CNc1ccc(Br)cc1)Nc1cccc(S(=O)(=O)N2CCCC2)c1	?	·
COc1ccc(-c2nc(CN3CCN(Cc4cccc(Cl)c4)CC3)c(C)o2)cc1	i	21
COC(=O)C1=C(C)NC(=O)CC1c1ccc(C(=O)OC)cc1 (centres undefined)	15%	10
NC(=S)N/N=C/c1ccccc1OCc1cccc(Cl)c1	?	·
CC1CC(=O)C2=C(C1)Nc1ncnn1C2c1ccccc1 (centres undefined)	i	17
Cc1cc(C(=O)Nc2c(F)cc(F)cc2Br)c(C)o1	i	4
O=C(Nc1ccc(NC(=O)c2cccnc2Cl)cc1)c1cccc(Cl)c1	?	·
CCOCCCNCc1cc(Br)ccc1OCc1ccccc1	14%	11

An excerpt from above in order of heavy-atom count, lowest first:
SMILES	Lipid storage S3	Lipid storage S3 cell count max
NC(=S)N/N=C/c1ccccc1OCc1cccc(Cl)c1	?	·
COC(=O)C1=C(C)NC(=O)CC1c1ccc(C(=O)OC)cc1 (centres undefined)	15%	10
COc1cc(OC)c(OC)cc1/C=N/NC(=O)c1ccc(=O)n(C)c1	?	·
O=C(Nc1ccc(NC(=O)c2cccnc2Cl)cc1)c1cccc(Cl)c1	?	·
COc1ccc(-c2nc(CN3CCN(Cc4cccc(Cl)c4)CC3)c(C)o2)cc1	i	21

Going on with the list:
SMILES	Lipid storage S3	Lipid storage S3 cell count max
O=S1(=O)N=C(N/N=C/c2ccco2)c2ccccc21	-7%	-16
Cc1ccc(S(=O)(=O)N(C)CCCC(=O)Nc2ccncc2)cc1	?	·
CN(CC(=O)NCc1cccs1)CC(=O)Nc1ccc(F)c(F)c1F	i	15
O=C(O)C1CCCN(C(=O)c2cccc3ccccc23)C1 (centres undefined)	?	·
CCOC(=O)C1CCN(C(=O)C2CCN(S(=O)(=O)c3ccc4c(c3)CC(C)N4C(C)=O)CC2)CC1 (centres undefined)	?	·
O=S(=O)(c1ccccc1)c1nnn2c1nc(NC1CCN(Cc3ccccc3)CC1)c1ccccc12	9%	1
O=C1C2C3c4ccccc4C(c4ccccc43)C2C(=O)N1Cc1ccco1 (centres undefined)	?	·
COc1ccc(N=Nc2ccc(O)c3ncccc23)cc1	?	·
Cc1ccc(C)n1-c1nccc(-c2ccco2)n1	-1%	-5
CCCn1c(SCC(=O)Nc2cc(S(=O)(=O)N3CCOCC3)ccc2OC)n[nH]c1=O	-4%	·
CCOC(=O)CC(=O)CSc1ncnc2c1nnn2-c1ccc(F)cc1	-1%	6
CCCCCCCC[n+]1cccc(C(=O)N2c3c(nc(N)[nH]c3=O)NC(C)C2C)c1 (centres undefined)	?	·
O=C(NCc1ccncc1)C(=O)NCc1ccco1	-6%	9
Cc1noc(C)c1COc1ccc(C(=O)OCC(=O)Nc2c(C)n(C)n(-c3ccccc3)c2=O)cc1	?	·
CC(=O)N(CCc1ccccc1C)Cc1cc2ccc(C)cc2[nH]c1=O	9%	19
CN(CCOc1ccccc1)c1ccc(S(=O)(=O)N2CCCCC2)cn1	?	·
CC(=O)Nc1ccc(S(=O)(=O)N2CCN(C(=O)C3COc4ccccc4O3)CC2)cc1 (centres undefined)	?	·
O=S(=O)(c1c(F)cccc1F)N1CCCC2CCCCC21 (centres undefined)	?	·
CCC(=O)NC(=S)Nc1ccc(NC(=O)c2ccccc2[N+](=O)[O-])cc1	-12%	-10
COCCNC(=S)N1CCCC(CO)C1 (centres undefined)	?	·
COc1ccc(C(=O)NC(=S)Nc2ccc(N3CCOCC3)cc2)cc1Cl	?	·
O=C(O)COc1ccc(Br)cc1CP(=O)(c1ccccc1)c1ccccc1	7%	-13
CC(C)C1Oc2ccccc2N(CC(=O)NC2CCCCC2)C1=O (centres undefined)	i	17
CC(C)[C@H](NC(=O)c1ccc(Cl)c([N+](=O)[O-])c1)C(=O)NCc1ccc(Cl)cc1Cl	?	·
O=C(CNC(=O)N1CC(=O)Nc2ccccc21)Nc1cc(Cl)ccc1Cl	i	-25
COc1ccc(C(=O)Nc2ccccc2C(=O)O)cc1NC(=O)C(c1ccccc1)c1ccccc1	8%	2
CC1CN(C(=O)COC(=O)c2ccc(NC(=O)CC#N)cc2)CC(C)O1 (centres undefined)	2%	-23
CCc1nnc(NC(=O)c2ccc(C)o2)s1	26%	1
CSc1ccc(NC(=O)/C=C/C(=O)O)cc1	i	6
CCOC(=O)N1CCC(NC(=O)c2cnn3c(C(F)(F)F)cc(-c4cccc(OC)c4)nc23)CC1	?	·
CCOC(=O)C1CCN(C(=O)C2(NC(=O)Nc3ccccc3C)CCCCC2)CC1	?	·

High-throughput results deposited in PubChem by National Center for Advancing Translational Sciences (NCATS).
